High-throughput results from PubChem.
PHOSPHO1 inh: PubChem AID 1565. Phosphoethanolamine/phosphocholine phosphatase (Homo sapiens), Q8TCT1. recombinant PHOSPHO1, absorbance phosphatase assay. inhibition, % at 13.3 µM. 1.1% of 290,000 active; in the data active = inhibition above about 60%
OXTR ag: human OXTR agonists, primary screen, fluorescence, CHO-OTR cells, Fluo-8 calcium | activation, % at 3 µM | Fluo-8 calcium fluorescence; normalized: DMSO 0%, oxytocin 100% | 0.32% of 320,000 active | Oxytocin receptor (Homo sapiens), P30559;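 active = activation above the mean of all tested compounds plus 3 SD, cutoff set per screening run, cut at about 20% in these data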;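 note: peak over basal fluorescence ratio from a 100 s FLIPR kinetic read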
Target sequence (P30559 whole entry, looked up): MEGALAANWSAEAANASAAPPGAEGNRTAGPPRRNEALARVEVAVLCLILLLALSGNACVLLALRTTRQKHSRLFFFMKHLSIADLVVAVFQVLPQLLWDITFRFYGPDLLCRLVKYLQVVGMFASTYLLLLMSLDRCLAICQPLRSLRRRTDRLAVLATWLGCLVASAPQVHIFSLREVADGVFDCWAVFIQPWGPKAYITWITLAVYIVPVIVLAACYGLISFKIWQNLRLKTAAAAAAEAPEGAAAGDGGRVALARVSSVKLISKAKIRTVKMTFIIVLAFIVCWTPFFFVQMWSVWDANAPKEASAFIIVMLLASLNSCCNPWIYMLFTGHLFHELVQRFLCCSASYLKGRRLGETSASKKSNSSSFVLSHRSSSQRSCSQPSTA
MEKK3 PB1 HTS: modulators of MEKK3-MEK5 PB1 binding, primary screen, biochemical, wildtype MEKK3, multiplex bead flow cytometry, Alexa488-MEK5; Mitogen-activated protein kinase kinase kinase 3 (Homo sapiens), Q99759; bead-based flow cytometry, Alexa488-MEK5 binding to MEKK3; actives lie on both sides; 0 = blocked by unlabeled MEK5, 100 = vehicle; binding response (% of control), % at 10 µM; 1.4% of 290,000 active; AID 1529, 2009;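 active = binding response more than 3 SD above or below the average of its plate-row segment, actives on both sides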;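 note: Alexa488 bead fluorescence after subtracting the streptavidin-only scavenger bead signal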
Target sequence (Q99759 whole entry, looked up): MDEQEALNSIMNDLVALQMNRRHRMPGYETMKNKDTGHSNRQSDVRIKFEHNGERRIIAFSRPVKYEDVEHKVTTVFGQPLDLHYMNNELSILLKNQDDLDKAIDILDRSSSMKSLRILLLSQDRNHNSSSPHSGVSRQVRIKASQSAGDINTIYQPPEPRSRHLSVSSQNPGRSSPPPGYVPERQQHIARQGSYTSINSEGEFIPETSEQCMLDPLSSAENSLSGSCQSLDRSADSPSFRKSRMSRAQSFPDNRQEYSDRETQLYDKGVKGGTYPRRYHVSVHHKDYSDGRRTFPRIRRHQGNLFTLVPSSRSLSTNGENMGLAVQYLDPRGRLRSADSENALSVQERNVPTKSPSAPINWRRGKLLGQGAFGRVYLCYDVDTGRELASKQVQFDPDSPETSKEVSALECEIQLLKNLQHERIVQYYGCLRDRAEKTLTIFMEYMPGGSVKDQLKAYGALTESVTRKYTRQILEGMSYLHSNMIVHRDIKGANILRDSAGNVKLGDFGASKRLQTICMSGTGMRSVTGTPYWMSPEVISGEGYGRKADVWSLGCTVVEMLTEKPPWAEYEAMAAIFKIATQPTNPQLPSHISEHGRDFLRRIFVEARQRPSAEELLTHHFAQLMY
MEKK2 WT-MEK5: modulators of MEK5 binding to wildtype MEKK2, primary screen, biochemical, multiplex bead flow cytometry, Alexa488-MEK5. Alexa488-MEK5 binding to MEKK2 WT; actives lie on both sides. 1.1% of 290,000 active. binding response (% of control), % at 10 µM; in the data active = binding response below about 67% or above about 130%
NALP1 yeast inh: NALP1 inflammasome inhibitors in reconstituted yeast, colorimetric, S. cerevisiae, triplicate retest | inhibition, % at 10 µM | AID 2071, 2009 | 0.61% of 280,000 active | S. cerevisiae NALP1/ASC/caspase-1 growth, X-gal OD620, 72 h; in the data active = inhibition mostly above about 24%, no sharp cut-off; inactive = mostly below about 32%; note: some compounds called inactive have numbers as strong as hits
FID counter: compounds displacing fluorescent DNA intercalator, primary screen, artefact control for HCV NS3 helicase inhibitor project, biochemical, FID fluorescence | DNA fluorescent intercalator displacement | inhibition, % at 7.9 µM | 0.17% of 290,000 active | AID 1845, 2009; in the data active = inhibition above about 37%;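 note: 0% = vehicle and 100% = reference compound; higher means more ethidium bromide displaced from hairpin DNA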
GPR7 antagonist: GPR7 receptor antagonists, primary screen, cell-based, fluorescence, single concentration; 1.1% of 290,000 active; Neuropeptides B/W receptor type 1 (Homo sapiens), P48145; inhibition, % at 4.4 µM; GPR7-expressing cells, fluorescence antagonist assay; AID 1861, 2009; in the data active = inhibition above about 16%, passing the limit was not always enough;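 note: cells stimulated with the agonist NPW; 0% = agonist with vehicle and 100% = vehicle without agonist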
MEKK2 mut-MEK5: MEK5 binding signal on mutant MEKK2 PB1, primary screen, biochemical, multiplex bead flow cytometry, Alexa488-MEK5 | Alexa488-MEK5 binding to MEKK2 mutant | percent response, % at 10 µM | 0.35% of 290,000 active | AID 1530, 2009; in the data active = percent response above about 24%, passing the limit was not always enough; note: inactives centre near 1; some results filed as inactive read as strong as hits; reference of the scale not given here
PfM18AAP inh: PfM18AAP inhibitors, malaria aminopeptidase, primary screen, biochemical, QFRET, recombinant enzyme; M18 aspartyl aminopeptidase (Plasmodium falciparum 3D7); H-Glu-NHMec fluorogenic cleavage; inhibition, % at 7.35 µM; 1.2% of 290,000 active; AID 1822, 2009;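 active = inhibition above the campaign mean inhibition over all tested compounds plus 3 SD, cut at about 28% in these data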;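 note: 0% = plate median of test compound wells and 100% = 2 mM ZnCl2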
* marks the source's active call; other numbers are inactive results; · = no result given; & = joins results of further samples; [ ] = dose if it differs, or a comment.

SMILES	PHOSPHO1 inh	OXTR ag	MEKK3 PB1 HTS	MEKK2 WT-MEK5	NALP1 yeast inh	FID counter	GPR7 antagonist	MEKK2 mut-MEK5	PfM18AAP inh
COc1ccc(C2/C=C\CN(C(=O)C3CCCC3)CC(=O)N2Cc2ccc(F)cc2)cc1 (stereo not given)	-4	-0.5	92	89	4	·	·	1	·
O=C(Cc1ccccc1)Nc1ccccc1C(=O)Nc1ccc(C(=O)O)cc1	-26	-0.2	99	101	21	-8	-11	-2	1
S=c1[nH]nc(-c2ccco2)n1/N=C/c1ccc(Br)s1	37	-2.2	100	96	9	-18	-7	-2	28*
Cc1ccc(S(=O)(=O)N/N=C/c2c(C)nn(-c3ccccc3)c2C)cc1	10	5.5	99	99	2	-12	-7	2	-13
CC(=O)Nc1ccc(NC(=O)C2CCC(CNS(=O)(=O)c3cccc4nsnc34)CC2)cc1 (stereo not given)	27	0.0	102	92	0	-9	-18	-2	2
CC(C)c1ccc(NC(=O)C2CCCN(S(=O)(=O)c3cnc[nH]3)C2)cc1 (stereo not given)	-2	1.2	116	118	-11	-14	-9	7	2
CCOC(=O)Cn1cc(C=O)c2ccccc21	10	0.4	100	98	13	1	13	-2	5
CC(C)(C)N(Cc1ccccc1)C(=O)c1ccncc1	-23	0.7	107	110	14	-15	-12	4	2
O/N=C/c1ccc(OCc2ccccc2)c(Cl)c1	-9	-0.3	105	99	8	0	-5	-2	-10
O=S1(=O)NC(=NCc2ccccc2)c2ccccc21	6	2.1	100	99	19	-6	-15	2	0
Cn1c(Cc2ccccc2)nnc1SCC(=O)Nc1ccc(N2CCOCC2)cc1	3	-0.1	104	104	10	-24	9	-4	3
COc1ccc(Nc2ccc(S(=O)(=O)N3CCCCC3)cc2[N+](=O)[O-])cc1Cl	-8	-1.5	101	112	16	1	-4	11	-2
CCCCn1c(=O)c(CC(C)=O)nc2ccccc21	-3	-1.5	101	101	34	-2	-15	1	2
O=C(c1ccco1)N1CCN(C(c2ccc(F)cc2)c2nnnn2Cc2cccs2)CC1 (stereo not given)	38	1.4	104	107	-18	-25	22	3	-2
CC1(C)NC(=O)N(CC(O)Cn2nnc3ccccc32)C1=O (stereo not given)	5	0.7	80*[inhibitor]	88	·	4	-7	-12	-16
CCOc1cc(/C=C(\C#N)C(=O)NCc2cccnc2)ccc1O	-7	0.0	101	97	-12	-4	1	-1	-4
Cc1ccc(SCCNC(=O)c2ccc(C)c([N+](=O)[O-])c2)cc1	-50	-2.4	87	95	-5	-1	4	-4	-6
CN(CCOc1ccccc1)CCOc1ccccc1	16	0.7	98	101	29	3	1	2	8
CCn1ccc(C(=O)NC2CCCC2)n1	46	-0.8	104	111	9	-2	-14	9	8
Cc1cc(NC(=O)CSc2nnc(CNC(=O)c3cccc(C(F)(F)F)c3)o2)no1	32	-1.2	100	105	15	-21	7	3	16
Cc1nc(N2CCCCC2)sc1C(=O)c1ccc(SCCO)c([N+](=O)[O-])c1	2	2.0	106	103	18	-11	-6	3	1
CCCc1c(C)[nH]c2nc3ccccc3n2c1=O	27	-1.4	100	98	2	-6	-6	5	-5
COc1ccc(C(=O)N2CCCN(C)CC2)c(OC)c1	-1	·	102	102	-5	0	-8	3	-2
COc1ccccc1C1c2[nH]c3ccccc3c2C[C@H]2C(=O)N(C3CCN(Cc4ccccc4)CC3)CC(=O)N12 (stereo not given in full)	7	4.5	107	120	8	2	12	11	-4
CCn1cc(C2=NCC(C)O2)c2ccccc21 (stereo not given)	-15	-0.4	101	101	28	3	-12	3	-2
CCCCOC(=O)c1ccc(NC(=O)COC(=O)CSc2nc(C)cc(C)n2)cc1	-12	-1.5	103	106	22	-25	-5	0	-4
Cc1cccc(NC(=O)/C(C#N)=C\c2ccc(C(=O)O)cc2)c1	23	-0.7	93	89	-4	-1	-5	-14	6
Cc1oc(-c2ccccc2Cl)nc1CN1CCCCC1c1cccnc1 (stereo not given)	13	-1.7	96	90	7	-3	-7	-19	7
NC(=O)C1(N2CCCCC2)CCN(C(=S)Nc2ccccc2)CC1	-1	0.6	96	95	10	-5	-4	-2	3
CCc1ccc(CNC(=O)CCn2nc(C)c3c(C)n(-c4ccccc4)nc3c2=O)cc1	15	-1.3	101	106	8	-47	-5	1	-6
COC(=O)c1[nH]c2cccc(Cl)c2c1NC(=O)CN(C)C1CCCCC1	39	0.3	101	106	6	-8	3	3	-3
CC1CCCCN1C(=O)CSc1nnc(-c2c[nH]c3ccccc23)o1 (stereo not given)	7	0.1	96	103	-18	-13	-1	1	-3
O=C(NN=C1CCCC1)c1ccccc1[N+](=O)[O-]	4	-0.5	106	102	10	0	0	1	10
CC(NC(=O)Nc1ccccc1C(F)(F)F)C1CCCO1 (stereo not given)	7	-0.4	96	106	17	-3	-6	4	-8
CC(C)n1nc(C(=O)Oc2cc(Cl)ccc2Cl)c2ccccc2c1=O	-7	-0.2	95	94	·	10	-6	1	4
Cc1cc(-c2cc(C(=O)NCc3ccccc3)on2)nc(S(C)(=O)=O)n1	26	0.6	95	94	2	·	·	5	·
Cc1c(C)c2ccc(OCC(=O)NC3CCN(Cc4ccccc4)CC3)c(C)c2oc1=O	28	0.5	101	111	21	18	-18	6	-8
CC(=C/c1ccccc1)/C=N/n1c(C)n[nH]c1=S	-67	-1.4	93	99	9	-14	-9	-1	10
Cc1cccc(C2Nc3ccccc3C(=O)N2c2ccc(F)cc2)n1 (stereo not given)	-14	-1.2	94	95	-1	-7	0	3	-2
COc1ccc([N+](=O)[O-])cc1N(CC(O)CN1CCCCC1)S(=O)(=O)c1ccccc1 (stereo not given)	45	-0.7	103	107	25*	21	-9	1	3
CC(C)C(NS(=O)(=O)c1cccs1)C(=O)NCc1ccccc1Cl (stereo not given)	18	-2.6	100	101	1	-2	-13	3	-3
CC(c1ccc(F)cc1)n1cc(C(=O)NCCN(C)C)nn1 (stereo not given)	-7	-0.3	103	98	4	2	-9	-2	-1
COC(=O)c1cc(Cl)c(NC(=O)/C=C/c2ccc(Cl)cc2)cc1OC	21	-0.6	100	98	36	0	6	3	-6
CCN1C(=O)C(Cc2nc3ccccc3c(=O)n2C)c2ccccc21 (stereo not given)	4	-1.3	103	100	14	-8	-2	2	1
O=C(COC(=O)C1CCN(C(=O)Nc2ccccc2)CC1)NCC(F)(F)F	-13	0.0	100	95	6	0	-9	-7	-2
CCOc1ccc(N2CC(C(=O)Nc3ccc(S(=O)(=O)N4CCCC4)cc3)CC2=O)cc1 (stereo not given)	39	-0.4	94	90	-14	-44	-6	-3	11
Cc1c(NC(=O)N(C)C)c(=O)n(-c2ccccc2)n1C	2	0.7	101	102	12	-1	-7	6	5
O=C(Cn1c(C(F)(F)F)nc2ccccc21)c1ccc(Br)cc1	8	-1.5	99	97	-7	-12	-10	-3	3
CCc1cc(-c2n[nH]c(C)c2-c2nc3ccccc3s2)c(O)cc1OCC(=O)NN	-96	0.5	101	94	5	-39	18	-5	-7
O=C(Nc1ncc(S(=O)(=O)c2ccc([N+](=O)[O-])cc2)s1)c1ccc2ccccc2c1	-10	0.8	102	99	25	0	-3	-2	-1
c1ccc(-c2n[nH]c(-c3ccccn3)n2)nc1	24&16	0.1&-0.1	103&99	106&94	9&-8	-1&-7	-5&-9	4&-2	0&-4
CCCC[n+]1ccn(-c2nc3c([N+](=O)[O-])cccc3n2C)c1	5	·	103	100	3	5	5	3	1
CSc1nnc(-c2ccccc2)n1C	21	-0.1	99	98	-62	-1	7	0	7
COC(=O)C1=NN(c2ccccc2)C2(S1)S/C(=C\c1ccccc1)C(=O)N2c1ccccc1 (stereo not given)	7	-0.8	100	96	15	-1	0	1	12
Cc1ccc(S(=O)(=O)N(CC(=O)N(C(C)C)C(C)C)C(=O)N2CCN(C)CC2)cc1	-9	0.0	102	97	30	-4	6	-2	-1
Cc1oc(/N=C/c2ccc3c(c2)OCO3)c(C#N)c1C	11	1.2	102	97	1	1	-7	-2	9
CC(=O)N1CCN(CC(=O)Nc2cc([N+](=O)[O-])ccc2Cl)CC1	-7	0.4	105	106	7	1	-7	9	2
CCOC(=O)Cn1nnnc1C(CC)N(Cc1cccs1)Cc1cc2cc(C)ccc2[nH]c1=O (stereo not given)	-5	-0.6	106	100	7	-9	-8	-1	-7
CCn1c(=O)cc(OCC(=O)N2CCc3ccccc32)c2ccccc21	-14	·	93	91	26	1	-5	-1	0
CCOC(=O)C(C(C)=O)=C1SC2CS(=O)(=O)CC2S1 (stereo not given)	7	1.3	85	90	3	2	-7	-3	-4
Other results follow.
SMILES	PHOSPHO1 inh	OXTR ag	MEKK3 PB1 HTS	MEKK2 WT-MEK5	NALP1 yeast inh	FID counter	GPR7 antagonist	MEKK2 mut-MEK5	PfM18AAP inh
CN(C)S(=O)(=O)c1cccc(NC(=O)c2cc(-c3cccs3)nn2-c2ccccc2)c1	-8	0.3	142*	108	17	-5	-3	0	1
OCCCn1c(C2CCCN2c2nc(-c3ccc(Cl)cc3)cs2)nc2cc(Cl)c(Cl)cc21 (stereo not given)	·	-0.7	87	93	·	·	·	-3	·
COc1ccc([N+](=O)[O-])c(OC)c1C(=O)NC(=O)Nc1nc(C)nc(C)n1	38	-0.1	103	100	1	-8	-8	2	3
Cc1cc(Br)cc(C)c1NC(=O)c1ccccc1[N+](=O)[O-]	-18	-0.5	104	105	33	4	-7	-2	-8
C/C(CCN1CCc2nc(-c3ccccc3)c(-c3ccccc3)cc2C1)=N\O[C@@H](C)c1cn([C@H](CO)Cc2ccccc2)nn1	8	1.1	106	115	25	-9	-20	-2	2
Cc1ccc(Cn2ncc3c(N4CCN(c5ccccc5C)CC4)ncnc32)cc1	24	-0.6	103	104	-12	0	18	4	-1
COc1ccc(NC(=O)c2cccnc2)c(OC)c1	-7	-0.1	107	107	26	4	-8	9	3
COc1ccccc1-n1cnnc1SCC(=O)Nc1cc(C(C)(C)C)nn1-c1ccccc1	1	-1.7	104	105	16	-28	-5	7	4
O=C(CN(c1ccc(F)cc1)S(=O)(=O)c1ccccc1)NC1CCCCCC1	4	-1.2	99	103	11	-27	11	4	-3
COc1cc(C2C(C(=O)c3ccc(C)o3)=C(O)C(=O)N2c2cc(C)on2)cc(Br)c1O (stereo not given)	14	2.4	102	102	8	-11	5	1	27
CCc1ccc(OCC(=O)Nc2cc(S(=O)(=O)CC)ccc2O)cc1	-5	4.6	·	·	0	-20	-12	·	-3
COc1cc(OC)cc(C(=O)Nc2ccc(NC(=O)c3ccco3)c(Cl)c2)c1	0	-1.3	99	98	6	-9	25*	-4	22
COc1ccc(S(=O)(=O)NNC(=O)Nc2ccc(F)cc2F)c(OC)c1	29	-0.2	103	108	21	-14	0	6	-8

Ordered by length of the SMILES (falling): 3 of the compounds above.
SMILES	PHOSPHO1 inh	OXTR ag	MEKK3 PB1 HTS	MEKK2 WT-MEK5	NALP1 yeast inh	FID counter	GPR7 antagonist	MEKK2 mut-MEK5	PfM18AAP inh
Cc1ccc(S(=O)(=O)N/N=C/c2c(C)nn(-c3ccccc3)c2C)cc1	10	5.5	99	99	2	-12	-7	2	-13
Cc1cccc(NC(=O)/C(C#N)=C\c2ccc(C(=O)O)cc2)c1	23	-0.7	93	89	-4	-1	-5	-14	6
O/N=C/c1ccc(OCc2ccccc2)c(Cl)c1	-9	-0.3	105	99	8	0	-5	-2	-10
